Assay outcomes as filed in PubChem BioAssay.
D1 antag: antagonists of human D1 dopamine receptor; HEK293 TREx D1 cells, calcium flux, dopamine EC80; stronger effect = lower value; hit rate 3.2% among 360,000; activity change, negative = inhibition, % at 10 µM; P21728; in the data active = activity change below about -30%; also: % is scaled to controls: 0 for no effect and ±100 for the full control effect
Target sequence (P21728 whole entry, looked up): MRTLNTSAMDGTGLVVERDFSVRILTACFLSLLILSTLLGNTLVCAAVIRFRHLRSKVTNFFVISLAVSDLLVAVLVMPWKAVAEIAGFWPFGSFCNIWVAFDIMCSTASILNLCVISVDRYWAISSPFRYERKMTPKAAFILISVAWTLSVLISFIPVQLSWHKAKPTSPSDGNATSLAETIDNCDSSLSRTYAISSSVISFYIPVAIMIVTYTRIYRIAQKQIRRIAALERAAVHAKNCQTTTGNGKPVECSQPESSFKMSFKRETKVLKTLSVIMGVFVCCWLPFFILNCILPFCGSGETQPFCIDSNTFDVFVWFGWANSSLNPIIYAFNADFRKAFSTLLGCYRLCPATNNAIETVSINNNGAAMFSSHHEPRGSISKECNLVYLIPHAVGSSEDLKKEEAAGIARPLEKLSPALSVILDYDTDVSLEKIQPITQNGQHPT
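Inducible Hek293 Trex D1 cells (tetracycline, overnight, 30 C). Calcium dye 30–90 min RT. Antagonist mode: EC80 dopamine added after 180 s compound read.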
D2 antagonist: D2 dopamine receptor (human) antagonism. inhibition, % at 10 µM. hit rate 2% among 340,000. P14416. HEK293 TREx D2 cells, calcium flux, dopamine EC80; in the data active = inhibition above about 30%; also: 0% is about no effect
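Cells plated overnight at 30 C with tetracycline; no-wash calcium dye, 30–90 min RT; 10 s baseline; compound pinned; 180 s read; EC80 dopamine added; another 180 s read.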
D2 potentiator: D2 dopamine receptor (human) potentiation | hit rate 0.34% among 340,000 | P14416 | potentiation, % at 10 µM | HEK293 T-REx D2, calcium flux, EC20 dopamine potentiation | AID 485347;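 active = potentiation over 3 SD above the plate norm, cut at about 30% in these data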; also: 0% is about no effect
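Calcium flux readout, no-wash dye, 1 read/s. Inducible HEK293 Trex D2 line, overnight 30 C. Compound alone 180 s (agonist flags), then EC20 dopamine, another 180 s to score potentiation.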
TRHR ag: activates the human TRH receptor. P34981. TRHR cells, calcium flux fluo-8, FDSS agonist mode. activation, % at 2 µM. hit rate 0.18% among 360,000. AID 493084; also: 0% is about no effect
Target sequence (P34981 whole entry, looked up): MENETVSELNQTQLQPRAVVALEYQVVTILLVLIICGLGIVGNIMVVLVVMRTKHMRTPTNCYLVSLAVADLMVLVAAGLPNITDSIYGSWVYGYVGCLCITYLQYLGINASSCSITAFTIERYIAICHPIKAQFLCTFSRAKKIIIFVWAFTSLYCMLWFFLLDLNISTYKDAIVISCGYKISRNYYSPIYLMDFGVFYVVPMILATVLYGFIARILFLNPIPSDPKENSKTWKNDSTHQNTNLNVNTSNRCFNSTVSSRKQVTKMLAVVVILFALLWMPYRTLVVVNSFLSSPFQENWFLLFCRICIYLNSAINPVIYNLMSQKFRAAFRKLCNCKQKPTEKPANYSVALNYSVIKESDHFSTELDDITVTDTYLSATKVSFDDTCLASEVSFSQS
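Agonist-mode FDSS calcium read (Ex 480/Em 530, 1 s cycles) in 1536-well TRHR cells with fluo-8 dye, after 10-cycle baseline and 23 nL compound addition; TRH at EC20 (10 nM final) added afterwards for the enhancer phase.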
D2 agonist: agonists of human D2 dopamine receptor. activation, % at 2 µM. AID 485358. P14416. HEK293 T-REx D2 cells, calcium flux agonist mode. hit rate 0.53% among 340,000;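 active = activation over 3 SD above normal in the single-dose calcium agonist read, cut at about 30% in these data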; also: 0% is about no effect
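Calcium-flux readout, 1 cycle/sec over 180 s following compound pin transfer, in inducible HEK293 Trex D2 cells (force-coupled); dopamine controls included. Positive calcium responses during this window marked compounds as potential agonists.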
RXFP1 antagonist: RXFP1 (human) relaxin receptor antagonism; activity change, negative = inhibition, % at 57.5 µM; Q9HBX9; AID 1259400; hit rate 0.59% among 350,000; HEK293-RXFP1, relaxin-stimulated cAMP HTRF, 30 min; stronger effect = lower value;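 active = activity change of -60% or lower, but not beyond a set lower limit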; also: % is scaled to controls: 0 for no effect and ±100 for the full control effect
D1 potentiator: potentiators of human D1 dopamine receptor | HEK293 TREx D1 cells, calcium flux, dopamine EC20 potentiation | potentiation, % at 10 µM | hit rate 0.036% among 360,000 | AID 504651; in the data active = potentiation above about 30%; also: 0% is about no effect
D1 agonist: agonists of human D1 dopamine receptor. P21728. HEK293 T-REx D1 cells, calcium flux, agonist mode. activation, % at 2 µM. hit rate 1% among 360,000. AID 504660; also: 0% is about no effect
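Tetracycline-induced HEK293 TREx D1 cells, force-coupled to calcium signalling, were dye-loaded with a no-wash calcium kit. Compound was pin-added after a 10 s baseline. Fluorescence was read kinetically at 1 cycle/s for 180 s, with calcium rises flagged as agonism.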
TRHR PAM: allosteric enhancers of human TRH receptor; hit rate 0.66% among 360,000; TRHR cells, fluo-8 calcium fluorescence, EC20 TRH enhancement; enhancement, % at 2 µM; AID 493056; in the data active = enhancement above about 30%; also: 0% is about no effect
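Enhancer read-out: after compound pinning and an initial kinetic agonist-mode read, an EC20 of TRH (10 nM final) was injected and fluo-8 calcium signal (Ex 480/Em 530) followed at 1 s/cycle for 100 cycles in TRHR-expressing cells.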
Starred values were filed as active, the others as inactive; . = not tested or not shown; & = joins results of further samples. Rule as the data show it, unless noted: active = activation above about 30%; inactive = the rest. An unsorted share of the library; overall some 7.1% were active at least once.

SMILES	D1 antag	D2 antagonist	D2 potentiator	TRHR ag	D2 agonist	RXFP1 antagonist	D1 potentiator	D1 agonist	TRHR PAM
COc1ccc(C2Oc3nc(SC)nnc3-c3ccccc3N2C(C)=O)cc1 (centres undefined)	5.0	.	-9.5	0.0	1.8	4.8	0.6	-0.7	1.8
CC1CCN(C(=O)CSc2nc(N)c3c4c(sc3n2)CN(C)CC4)CC1	4.3	29.8	-1.2	0.1	-0.4	-6.6	9.9	2.1	-6.4
Cc1ccc(C(=O)CSc2nc3ccccc3c(=O)n2N)o1	-17.5	6.3	2.6	-0.6	-1.7	-3.4	-11.1	5.1	5.7
CCOc1ccccc1N(C(=O)c1snc(C(N)=O)c1N)C(C(=O)NCCC(C)C)c1ccco1 (centres undefined)	9.9	-8.9	1.1	-1.0	-0.9	-8.4	-5.1	4.8	-4.6
Cc1ccc(C)n1-c1ccc(NC(=O)c2ccccc2)cc1	-4.7	10.9	-12.3	0.2	1.0	5.4	-3.9	-0.5	1.1
CC(=O)/C(N=Nc1ccc(SC(F)F)cc1)=C(\C)O	15.1	-7.5	12.6	-0.2	-0.2	-8.5	-2.4	2.1	4.0
CCCn1c(SCC(=O)N2CCc3ccccc32)nnc1-c1ccco1	-13.7	-9.6	1.5	-0.3	1.1	-5.6	-5.5	-0.3	11.8
Cn1nnnc1SCCCNCc1cc(Cl)ccc1OCc1ccc(F)cc1	-20.1	.	-25.9	0.4	-0.9	-20.3	-1.3	23.2	-2.7
Cc1cccc(C(=O)OCC(=O)c2c(C)[nH]c3ccccc23)c1O	-10.2	-13.8	10.7	0.5	0.6	-35.8	-3.7	4.1	6.1
Cc1ccc(-c2nc3nc(C)cc(C)n3c2Nc2ccc3c(c2)OCCO3)cc1	11.0	.	12.2	-0.6	0.7	-12.6	-0.8	-0.3	8.2
CCOC(=O)c1noc2ncnc(N3CCC(C)CC3)c12	7.6	.	-2.6	-0.5	.	.	-3.9	0.3	-1.9
Cc1ccc(SCC(=O)NN=C2CCN(C)CC2)cc1	6.9	-4.4	13.2	1.0	-0.3	0.4	-3.8	3.9	-0.6
CC(C)(C)NC(=O)c1ccccc1NC(=O)C1CC(=O)N(C2CCCCC2)C1 (centres undefined)	4.4	3.6	1.9	-0.7	-0.1	6.2	.	8.8	13.3
CN(c1cccc(NC(=O)CN(c2cccc(F)c2)S(C)(=O)=O)c1)S(C)(=O)=O	-7.8	-19.6	-0.2	0.6	-0.2	2.4	-2.6	0.4	3.5
O=C(CNC(=O)[C@@H]1Cc2ccccc2CN1)NC1CCCCC1	2.9	5.0	-1.3	0.0	-0.8	-7.8	2.2	-0.5	0.0
Cc1ccc(C(O)c2cccnc2)o1 (centres undefined)	4.4	-10.8	-1.7	0.7	0.0	7.2	-5.0	4.4	-0.3
O=C(c1cc([N+](=O)[O-])ccc1Cl)N1CCc2ccccc21	11.3	-13.7	0.2	-0.7	-1.0	-2.8	-1.6	3.6	-2.6
COc1ccccc1/C=C/C1C(C(=O)OCC(C)C)=C(C)N=C2SCCC(=O)N21 (centres undefined)	-13.9	-7.3	-3.7	1.3	1.2	-3.1	1.9	3.0	0.8
Cc1ccc2nc(N(CCCN(C)C)C(=O)c3ccc4c(c3)CCCC4)sc2c1	-6.7	9.3	-14.9	0.2	1.1	.	-4.5	21.0	-1.5
c1ccc(SCc2nc(-c3ccncc3)no2)cc1	-17.8	-0.4	0.7	-0.6	0.2	3.5	3.5	2.7	6.0
O=C(Cn1ccc2ccccc2c1=O)NCCC(=O)Nc1cccc(Cl)c1	-5.2	-10.3	-15.3	-0.5	0.4	-4.5	2.1	-0.1	0.3
CCC(C)c1ccc(NC(=O)COC(=O)CCNC(=O)c2ccco2)cc1 (centres undefined)	-17.2	-9.5	-2.0	-0.4	-0.5	-2.8	-1.5	3.8	4.4
Cc1nn(C)c(C)c1S(=O)(=O)N1CCC(CO)(Cc2ccc(Cl)cc2)CC1	-2.0	3.1	-4.0	2.7	2.4	-5.0	-7.2	1.6	7.9
COc1cc(NC(=O)C2CCCO2)c(C(=O)O)cc1OC (centres undefined)	2.5	-10.9	-4.3	-0.1	0.3	-8.1	1.1	-0.2	-6.6
OCCC1CN(Cc2nc(-c3ccc(F)cc3)cs2)CCN1CCc1ccccc1 (centres undefined)	-8.6	-1.5	-14.4	2.4	0.5	-4.7	-7.1	2.0	-1.5
COc1ccccc1C(CC(=O)c1ccccc1)CC(=O)c1ccccc1	-29.6	4.6	-8.0	2.0	1.8	-13.5	-1.7	30.1*	-7.9
CCOC(=O)CSc1nc2cc3c(cc2cc1CC)OCCO3	3.6	-12.7	74.8*	3.6	1.3	-0.9	-2.4	5.6	-16.3
CCNC(=S)N(CCc1c(C)[nH]c2ccccc12)Cc1cc(OC)c(OC)c(OC)c1	8.4	-17.7	7.1	-0.1	0.4	.	-1.0	-1.6	5.3
Cc1cc(C(=O)NCc2ccco2)on1	2.7	0.8	-12.3	0.3	0.6	.	-0.4	1.9	1.9
CCCCc1nnc(NC(=O)c2ccc3c(=O)n4c(nc3c2)CCC4)s1	3.4	-6.5	13.9	-0.1	-0.8	18.2	-0.2	1.0	-6.5
CCCCNC(=O)c1ccc2c(c1)N(CC)C(=O)CS2	15.8	2.5	0.6	-0.6	-0.5	27.1	-4.5	-1.3	4.7
NC(=NCCc1c[nH]c2ccccc12)NC(=O)c1ccc(F)cc1	-20.5	-7.7	-13.3	-0.8	-0.6	-33.9	-14.5	9.7	0.7
O=C(Nc1cccc2cccnc12)c1ccc(F)cc1	8.6&0.5	.	-13.6	1.0&0.6	0.5	-12.4	15.9&1.1	7.2&2.9	1.6&-11.0
CCCOc1ccc(/C=C/C(=O)O)cc1OC	6.8	-13.2	0.5	-0.8	2.7	-11.3	-4.1	3.5	-5.4
O=C(O)c1ccc(/C=N/Nc2ncc(C(F)(F)F)cc2Cl)cc1	-1.3	-6.6	-11.7	0.3	0.5	-14.6	-6.6	1.3	-8.3
CCNC(=O)CN(c1ccc(CC)cc1)S(C)(=O)=O	-3.2	-4.0	-2.1	0.0	0.1	1.8	-1.3	0.5	1.5
COc1cccc(N2C(=O)[C@H]3C(C(=O)c4cnccn4)=NN[C@H]3C2=O)c1	-7.1	-2.3	-8.4	-1.6	1.6	7.8	-4.2	1.1	6.4
CCOc1cc(C(=O)Nc2ccc3c(c2)OCO3)ccc1OCCOc1ccccc1Cl	-19.6	31.8*	-0.2	1.8	1.3	-1.9	-9.2	2.7	0.5
CC(C)Cn1c(C(C)C)nc([N+](=O)[O-])c1Sc1ccc(Cl)cn1	3.2	-3.3	7.0	-0.5	-0.2	8.8	6.5	-1.0	2.8
Cc1cccc(NC(=O)CCn2nc(C)cc2C)c1	7.8	-4.6	-10.3	0.1	-0.4	-7.3	4.8	1.5	-1.9
O=C(c1ccco1)N1CCN(C(=O)c2cnn(-c3cccc(F)c3)c2C2CCNCC2)CC1	-5.8&-7.7	13.2	-1.3&-5.8	0.0&0.7	0.1&1.1	8.4	-7.8&-5.7	0.8&1.4	-2.2&-8.0
Cc1ccc(CSc2nc3ccccc3c(=O)n2CCCC(=O)NCc2ccco2)cc1	8.6	-5.6	9.0	0.8	0.5	7.6	6.0	1.8	6.6
COc1ccccc1N1CCN(C(=O)/C=C/c2ccccc2)CC1	11.8	-21.7	-3.8	0.5	0.2	2.1	-4.9	0.9	-0.6
CCS(=O)(=O)N1CCC(n2c(C(F)(F)F)nc3cccnc32)CC1	0.3	.	8.5	-0.1	-0.8	4.5	-4.5	4.2	-0.3
O=C(COc1cc2oc(=O)cc(-c3ccccc3)c2cc1Cl)NCCN1CCOCC1	0.8	-19.6	6.6	0.3	0.4	1.0	-2.4	0.3	0.6
CCN(CC)S(=O)(=O)c1ccc(N2CCOCC2)c(NC(=O)CNCCc2ccccc2)c1	4.5	-10.7	5.2	-0.5	-0.5	4.5	-2.0	3.3	0.8
CC(NC(=O)CN1C(=O)NC2(CCc3ccccc32)C1=O)c1ccccc1 (centres undefined)	-16.1	-1.2	6.4	-0.4	0.1	-1.1	-1.6	-0.4	-8.6
O=C(c1ccccc1[N+](=O)[O-])N1CCC(Cc2ccccc2)CC1	-9.6	.	.	-1.1	.	-5.3	-1.0	2.1	2.2
Cc1cccc(N2CCN(C(=O)c3cn(CC(C)C)c(=O)c4c3c3ccccc3n4C)CC2)c1C	18.1	.	-1.7	1.5	1.1	-20.4	0.1	-0.5	3.5
COCCCNC(=O)c1c(F)c(F)c(F)c(F)c1F	-7.9	.	.	0.4	.	-1.4	-3.9	3.4	-7.0
Nc1c(C(=O)c2ccc(Cl)cc2)sc2nsc(SCCN3CCOCC3)c12	-25.5	-7.7	10.9	27.5	16.2	-16.7	-1.1	102.6*	-4.8
CCOC(=O)c1ccc(NC(=O)CC2OCCN(CC)C2=O)cc1 (centres undefined)	-3.9	0.6	-15.8	0.8	0.9	0.1	-6.0	3.3	-3.1
O=C(NC1=NCCS1)c1ccccc1	1.9	-5.9	-3.8	0.5	0.8	-10.3	-2.9	2.3	-3.3
O=C(CCC1CCCN(C(=O)CCCc2ccccc2)C1)N1CCN(c2ccccn2)CC1 (centres undefined)	-17.2	-10.4	10.7	-0.5	-0.7	-2.5	4.5	6.2	4.2
O=C(CN1C(=O)NC2(CCc3ccccc32)C1=O)Nc1ccccc1C(F)(F)F (centres undefined)	3.7	-2.8	5.7	0.2	0.2	3.5	.	6.9	5.9
COc1cccc(C(=O)CN2CCC(NC(=O)NC3CCCCC3)CC2)c1	7.3	7.1	-5.8	0.8	-0.2	8.5	5.2	0.5	6.5
O=C1CC(Cc2ccc(Cl)cc2)C(=O)N1c1ccccn1 (centres undefined)	-7.6	-12.0	3.0	0.0	-0.1	-5.5	2.5	3.4	14.6
CC(C)N1CCC(NC(=O)Nc2ccccc2)CC1	9.3	-7.8	10.2	0.2	0.3	-18.2	1.1	0.8	1.9
NC(CC(=O)O)c1ccc(Br)cc1 (centres undefined)	-14.4	6.7	7.5	0.0	1.5	-0.6	-2.0	0.2	3.3
